Source: PubChem (Sanford-Burnham Center for Chemical Genomics)
Jurkat NFkB inh: inhibitors of the PMA/ionomycin-induced NF-kB reporter in Jurkat cells. 0.53% of 330,000 active. AID 435003. PMA/ionomycin-induced NF-kB luciferase reporter, luminescence. inhibition, % at 4 µM; in the data active = inhibition above about 50%
XBP1 UPR activ: adaptive UPR (XBP1) activation; 0.33% of 330,000 active; CHO-XBP1 luciferase reporter, IRE1-XBP1 UPR activation, luminescence; percent of tunicamycin response, DMSO as zero; AID 463104; activation, % at 20 µM;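 active = versus positive control, 20 µM dose yields 30% or more activation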;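 note: 100% = tunicamycin at 10 µg/mL and 0% = DMSO only wells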
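Assay system: IRE1-XBP1 luciferase reporter CHO line. Input: 1000 cells/well. Buffer or medium: F12 with 10% serum. Doses: 20 µM, 1% DMSO. Times: overnight seeding at 37 °C, 6 h compound treatment at 37 °C. Technique: Steady-Glo luciferase glow luminescence, 10 min after reagent addition.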
tim10-1 inh: growth inhibitors of tim10-1 mutant yeast | S. cerevisiae tim10-1 ts strain growth, BacTiter-Glo, 24 h | inhibition, % at 20 µM | 2.2% of 330,000 active | AID 463190;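 active = inhibition of at least 40%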;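 note: mutant grown at 25 °C; 0% = DMSO wells with yeast and 100% = wells holding no yeast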
TIM10 inh: growth inhibitors of TIM10 yeast strain | AID 463195 | S. cerevisiae TIM10 strain growth, BacTiter-Glo luminescence, 24 h | 1.4% of 330,000 active | inhibition, % at 10 µM;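 active = inhibition of 40% or more at the single tested concentration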;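 note: wild-type TIM10 isogenic control strain grown at permissive 25 °C; 0% = DMSO yeast wells and 100% = minimal medium wells without yeast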
UPR CHOP act: apoptotic UPR (CHOP) activation. AID 449763. activation, % at 10 µM. 0.34% of 330,000 active. CHO-CHOP luciferase reporter, luminescence; percent of tunicamycin response over DMSO baseline;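 active = at 10 µM dose, activation of 40% or more, normalized to positive control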;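 note: 100% = tunicamycin at 10 µg/mL and 0% = DMSO alone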
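Test system: CHO CHOP reporter cells. Input: 500 CHO-CHOP cells per well. Medium: F12 with 10% FBS. Technique: luciferase luminescence. Measure: percent activation relative to tunicamycin control. Dosing: 10 µM compound, 0.5% DMSO. Timing: 16-18 h cell attachment, then 6 h compound exposure, 37 °C.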
697 NFkB inh: inhibitors of the PMA/ionomycin-induced NF-kB reporter in 697 B cells; 697 B-cell NF-kB luciferase reporter, 16 h; inhibition, % at 4 µM; 0.33% of 330,000 active; AID 435022; in the data active = inhibition above about 35%
tim23-1 inh: inhibits growth of tim23-1 mutant yeast. 1.3% of 330,000 active. inhibition, % at 20 µM. S. cerevisiae tim23-1 growth, BacTiter-Glo luminescence, 24 h;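 active = growth inhibition of the mutant yeast at or above 50%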;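 note: temperature-sensitive mutant grown at 25 °C; plate controls were DMSO-treated mutant yeast for no effect and medium wells lacking yeast for full effect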
Mdm2-MdmX inh: disrupts the human Mdm2-MdmX interaction | SaOS-2 split-luciferase Mdm2/MdmX complementation, luminescence | AID 485346 | 3% of 330,000 active | inhibition, % at 8 µM | O15151+Q00987;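 active = inhibition of at least 50% at 8 µM in the primary screen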
Target sequence (O15151 whole entry, looked up): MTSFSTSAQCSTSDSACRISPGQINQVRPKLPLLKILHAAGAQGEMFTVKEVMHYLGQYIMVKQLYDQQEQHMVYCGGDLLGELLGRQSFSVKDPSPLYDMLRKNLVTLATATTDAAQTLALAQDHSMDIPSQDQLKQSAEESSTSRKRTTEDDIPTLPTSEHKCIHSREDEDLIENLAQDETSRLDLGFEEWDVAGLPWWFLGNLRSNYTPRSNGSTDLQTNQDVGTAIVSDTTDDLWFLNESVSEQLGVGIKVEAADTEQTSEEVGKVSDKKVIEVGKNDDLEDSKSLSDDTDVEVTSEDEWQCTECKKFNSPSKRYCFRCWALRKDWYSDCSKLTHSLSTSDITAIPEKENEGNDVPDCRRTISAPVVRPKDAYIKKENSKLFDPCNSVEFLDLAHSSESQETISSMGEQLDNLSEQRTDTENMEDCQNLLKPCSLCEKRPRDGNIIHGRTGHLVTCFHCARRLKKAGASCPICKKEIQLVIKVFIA
Target sequence (Q00987 whole entry, looked up): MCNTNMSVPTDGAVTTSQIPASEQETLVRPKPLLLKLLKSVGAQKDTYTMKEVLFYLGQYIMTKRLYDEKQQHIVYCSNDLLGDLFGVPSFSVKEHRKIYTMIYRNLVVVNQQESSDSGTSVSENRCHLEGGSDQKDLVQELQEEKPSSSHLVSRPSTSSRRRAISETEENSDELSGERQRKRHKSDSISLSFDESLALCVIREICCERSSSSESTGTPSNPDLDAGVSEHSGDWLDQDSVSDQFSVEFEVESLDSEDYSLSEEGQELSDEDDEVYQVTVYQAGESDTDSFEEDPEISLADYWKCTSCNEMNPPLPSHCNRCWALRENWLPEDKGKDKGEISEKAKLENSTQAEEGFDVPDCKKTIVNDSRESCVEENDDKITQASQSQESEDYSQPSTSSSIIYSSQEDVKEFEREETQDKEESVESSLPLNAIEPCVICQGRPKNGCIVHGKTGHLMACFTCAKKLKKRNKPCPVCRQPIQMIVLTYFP
Starred values were filed as active, the others as inactive.

SMILES | Jurkat NFkB inh | XBP1 UPR activ | tim10-1 inh | TIM10 inh | UPR CHOP act | 697 NFkB inh | tim23-1 inh | Mdm2-MdmX inh
CC(OC(=O)CCc1c[nH]c2ccccc12)C(=O)c1ccccc1 (stereo not drawn) | 5 | 2 | 11 | 13 | 0.2 | -4 | 14 | 43
CCN1CCn2c3c(c4cc(C)ccc42)CCCC31 (stereo not drawn) | -22 | 1 | 18 | -8 | -0.5 | -15 | 14 | 9
CCOc1ccc2[nH]c(=O)c(CN(CCN3CCCC3)C(=S)Nc3ccccc3OC)cc2c1 | 20 | 1 | 7 | 4 | -0.1 | 16 | 16 | -36
O=C(CC1NCCNC1=O)NC1Cc2ccccc2C1 (stereo not drawn) | 3 | -3 | -17 | 1 | 0.3 | 13 | 9 | 9
Cc1nn(C)c(Sc2ccccn2)c1[N+](=O)[O-] | 6 | 1 | -7 | 1 | 1.4 | 9 | -5 | 13
COc1ccc(NC(=O)CN(c2ccc(OC)c(Cl)c2)S(=O)(=O)c2ccccc2)c(OC)c1 | -3 | -1 | 10 | 3 | 9.5 | 2 | 22 | 5
O=C(Nc1cc(=O)[nH]c2nc(-c3ccccc3)nn12)c1ccccc1Cl | 0 | 3 | -13 | -16 | 0.6 | 3 | -19 | -27
CCOC(=O)c1ccc(NC(=O)COc2cc(=O)n(CC)c3ccccc23)cc1 | 7 | -4 | -12 | -11 | 0.4 | 20 | -6 | -1
Cc1ccc(S(=O)(=O)N(C)c2ccccc2C(=O)Nc2ccc(F)cc2F)cc1 | 14 | -5 | -21 | -36 | 1.3 | 5 | 41 | 22
COCc1ccc(C(=O)N2CCCC(Nc3ccc(C(C)C)cc3)C2)s1 (stereo not drawn) | 14 | -3 | 26 | 10 | 0.9 | -3 | 37 | 11
Cc1ccnc(NC(=O)CNC(=O)COc2ccccc2)c1 | -75 | 5 | -1 | 4 | 2.8 | -36 | -7 | -9
COc1ccccc1NC(=O)C1CCN(C(=O)c2ccco2)CC1 | 0 | -2 | 4 | 8 | -0.7 | 3 | 9 | -9
O=C(NC1CCCc2ccccc21)c1ccccn1 (stereo not drawn) | -1 | 0 | 6 | 0 | 0.7 | -18 | 7 | -17
COc1cccc(NC(=O)COc2coc(CN3CCc4ccccc4C3)cc2=O)c1 | 8 | 1 | -14 | 1 | 0.0 | 30 | -8 | -15
O=C(Nc1ccccc1)c1ccccc1NS(=O)(=O)c1ccc(Cl)s1 | 18 | 1 | 24 | 22 | -0.2 | 3 | 34 | 85*
CC1(C)Cc2c(c(N3CCOCC3)nc3sc4c(=O)[nH]cnc4c23)CS1 | 1 | 5 | 24 | 14 | -1.9 | 6 | 0 | 6
C/C(=N\NC(=O)c1cccs1)c1ccncc1 | 21 | -3 | -16 | -9 | 2.8 | 4 | 6 | 4
Cn1c(SCc2ccccc2)nnc1-c1cccs1 | -27 | -1 | 2 | 11 | 4.8 | -21 | 5 | -33
O=C(NC(CO)Cc1ccc([N+](=O)[O-])cc1)C(Cl)Cl (stereo not drawn) | 1 | -3 | -5 | 8 | 1.0 | 13 | 8 | 12
CC(C(=O)OCc1nnc(-c2ccccc2)o1)N1C(=O)c2ccccc2C1=O (stereo not drawn) | -1 | -5 | -19 | -42 | 0.9 | -11 | -11 | -4
O=C(O)C/C=C(/NC(=O)OCc1ccccc1)C(=O)OCc1ccccc1 | -5 | 0 | 9 | 14 | 1.0 | 3 | 11 | 29
Cc1ccc(-c2c3c(=O)n(C)c(=O)n(C)c3cn2Cc2ccccc2)cc1 | -1 | -2 | 30 | 8 | 1.5 | 3 | 24 | -1
C=CCNc1nc(C(=O)OCC(=O)Nc2ccccc2C(F)(F)F)cs1 | 7 | -3 | 17 | 9 | 0.9 | -2 | 18 | 3
CCC(C)n1ncn(-c2ccc(N3CCN(c4ccc(O)cc4)CC3)cc2)c1=O (stereo not drawn) | 4 | -2 | 13 | 12 | -0.3 | 5 | 12 | -6
CCCSc1nc2c3c(sc2c(=O)[nH]1)CC(C)(CC)OC3 (stereo not drawn) | -12 | -2 | 6 | -2 | 2.2 | 4 | 21 | 16
CCC1Cc2c(nc(N)c3c(N)nc(N4CCCCC4)c(C#N)c23)O1 (stereo not drawn) | -7 | 6 | 31 | 22 | 2.0 | 29 | 38 | 35
COc1ccc(C(=O)N2CCC(N3CCN(c4ccccc4)CC3)CC2)cc1OC | 8 | 1 | 2 | -5 | -0.5 | 14 | 9 | 13
Cc1onc(-c2c(Cl)cccc2Cl)c1C(=O)NCCc1ccncc1 | 23 | -2 | 11 | 4 | 0.5 | 2 | 11 | 4
Cc1ccccc1-c1nc(CN2CCC(C(=O)NCCCN3CCOCC3)CC2)c(C)o1 | 13 | -3 | -4 | -20 | 1.9 | 13 | -23 | 20
O=C(Cc1ccccc1[N+](=O)[O-])NCCSCc1c(F)cccc1Cl | -20 | -2 | 11 | 0 | 1.5 | -11 | 7 | 2

One compound at a time (already shown):
Listed for COc1ccc(C(=O)N2CCC(N3CCN(c4ccccc4)CC3)CC2)cc1OC : Jurkat NFkB inh = 8; XBP1 UPR activ = 1; tim10-1 inh = 2; TIM10 inh = -5; UPR CHOP act = -0.5; 697 NFkB inh = 14; tim23-1 inh = 9; Mdm2-MdmX inh = 13
Listed for O=C(NC(CO)Cc1ccc([N+](=O)[O-])cc1)C(Cl)Cl (stereo not drawn) : Jurkat NFkB inh = 1; XBP1 UPR activ = -3; tim10-1 inh = -5; TIM10 inh = 8; UPR CHOP act = 1.0; 697 NFkB inh = 13; tim23-1 inh = 8; Mdm2-MdmX inh = 12

Reprinted at random: 2 entries already listed, in no set order.
SMILES | Jurkat NFkB inh | XBP1 UPR activ | tim10-1 inh | TIM10 inh | UPR CHOP act | 697 NFkB inh | tim23-1 inh | Mdm2-MdmX inh
COc1ccccc1NC(=O)C1CCN(C(=O)c2ccco2)CC1 | 0 | -2 | 4 | 8 | -0.7 | 3 | 9 | -9
COCc1ccc(C(=O)N2CCCC(Nc3ccc(C(C)C)cc3)C2)s1 (stereo not drawn) | 14 | -3 | 26 | 10 | 0.9 | -3 | 37 | 11

Continuation.
SMILES | Jurkat NFkB inh | XBP1 UPR activ | tim10-1 inh | TIM10 inh | UPR CHOP act | 697 NFkB inh | tim23-1 inh | Mdm2-MdmX inh
CCOc1cccc(NC(=O)CSc2nc(C)c3c(c2C#N)CCCC3)c1 | -5 | 2 | -12 | 2 | 0.0 | 5 | 1 | 3
Cc1c(C)c2cc(Cl)c(O)c(CN3CCCC(C)C3)c2oc1=O (stereo not drawn) | -7 | 0 | -21 | 4 | 1.6 | -12 | -1 | -3
COc1ccc(CCNC(=O)COC(=O)c2ccc([N+](=O)[O-])o2)cc1 | -10 | -2 | -89 | -132 | -2.2 | -4 | -29 | 4
Cc1cccc(NC(=O)c2ccc(Cl)c(S(=O)(=O)N3CCCC3)c2)n1 | -18 | 0 | 10 | 10 | 5.4 | -5 | 9 | 8
O=C(NNC(=O)c1sccc1-n1cccc1)c1cccs1 | 7 | -1 | 3 | 5 | -0.7 | -2 | -5 | 0
CC(C)(C)c1ccc(C(=O)N2CCN(CCNC(=O)C(=O)Nc3ccc(F)cc3)CC2)cc1 | 5 | -4 | 25 | 0 | -0.4 | 10 | 16 | 28
CC(C)C(NC(=O)c1ccccc1F)C(=O)NCCCn1ccnc1 (stereo not drawn) | -10 | 1 | 8 | 4 | -0.2 | -4 | 5 | 10
O=C(Nc1ccc(N2CCOCC2)cc1N1CCOCC1)c1ccccc1 | -2 | -1 | -4 | -3 | -2.6 | 10 | 11 | 20
O=C(C1CCN(S(=O)(=O)c2ccccc2)CC1)N1CCCCC1 | -11 | -3 | 23 | -3 | -3.3 | 3 | 21 | -3
CSc1cccc(NC(=O)C2CCN(S(C)(=O)=O)CC2)c1 | 0 | 0 | 2 | 1 | -0.4 | -29 | -1 | -7
O=C1CSC(=S)N1/N=C/C=C/c1ccccc1 | -12 | 1 | 13 | 14 | 2.3 | -6 | 24 | 9
COc1ccc(-c2c(C(F)(F)F)nn(C)c2NC(=O)CSCC(=O)O)cc1 | 3 | -2 | -8 | -2 | 0.6 | 4 | -8 | 6
CCOc1cc(/C=N/NC(=O)Cn2nc([N+](=O)[O-])cc2C)cc(Br)c1OCc1ccccc1F | 10 | 16 | 12 | 6 | 0.5 | 9 | 3 | 51*
COC(=O)C1Cc2c([nH]c3ccccc23)CN1C(C)=O (stereo not drawn) | -8 | 2 | 28 | 15 | 0.8 | 14 | 8 | -28
N#CCCN1CCC(NC(=O)OCc2ccccc2)CCC1=O (stereo not drawn) | -3 | 0 | -9 | 3 | -1.2 | 4 | 3 | 16

Five compounds from above, arranged by the number in 697 NFkB inh, largest number first.
SMILES	697 NFkB inh
COc1cccc(NC(=O)COc2coc(CN3CCc4ccccc4C3)cc2=O)c1	30
O=C(NC(CO)Cc1ccc([N+](=O)[O-])cc1)C(Cl)Cl (stereo not drawn)	13
CCCSc1nc2c3c(sc2c(=O)[nH]1)CC(C)(CC)OC3 (stereo not drawn)	4
O=C(Nc1ccccc1)c1ccccc1NS(=O)(=O)c1ccc(Cl)s1	3
CC(OC(=O)CCc1c[nH]c2ccccc12)C(=O)c1ccccc1 (stereo not drawn)	-4

An excerpt from above, reduced to Jurkat NFkB inh.
| SMILES | Jurkat NFkB inh |
| --- | --- |
| COc1ccc(CCNC(=O)COC(=O)c2ccc([N+](=O)[O-])o2)cc1 | -10 |
| Cc1cccc(NC(=O)c2ccc(Cl)c(S(=O)(=O)N3CCCC3)c2)n1 | -18 |
| O=C(NNC(=O)c1sccc1-n1cccc1)c1cccs1 | 7 |
| CC(C)(C)c1ccc(C(=O)N2CCN(CCNC(=O)C(=O)Nc3ccc(F)cc3)CC2)cc1 | 5 |
| CC(C)C(NC(=O)c1ccccc1F)C(=O)NCCCn1ccnc1 (stereo not drawn) | -10 |

(continued)
SMILES | Jurkat NFkB inh | XBP1 UPR activ | tim10-1 inh | TIM10 inh | UPR CHOP act | 697 NFkB inh | tim23-1 inh | Mdm2-MdmX inh
O=C(NCc1ccccc1)c1ccc(-c2ccc(F)cc2)o1 | -20 | 1 | 40 | 32 | 0.3 | -7 | 48 | -16
COc1ccccc1N(CCC#N)C(=O)COC(=O)CCC(=O)c1ccc(F)cc1 | -11 | 0 | 14 | 3 | -0.8 | -12 | 6 | 4
Cc1ccc(C)c(NC(=O)CN(C)C(=O)COc2ncnc3sccc23)c1 | 1 | -4 | 11 | 5 | -0.1 | 7 | 4 | -4
Cc1cccc(CN2CCN(Cc3ccc4nonc4c3)CC2CCO)n1 (stereo not drawn) | -2 | -2 | -3 | -5 | -0.6 | 8 | -7 | 27
Cc1sc2ncn(CC(=O)NCCCC(=O)N3CCN(c4ccccc4F)CC3)c(=O)c2c1C | 8 | -1 | -7 | -1 | 0.6 | 3 | -5 | 17
C/C(=N/N=C1/NC(=O)CC(C(=O)Nc2ccccc2)S1)c1cccs1 (stereo not drawn) | -12 | 1 | 20 | 23 | 0.4 | -16 | 7 | -2
CCOc1cc(S(=O)(=O)NCc2ccccc2)ccc1Br | 1 | 0 | 20 | 21 | -1.4 | 9 | 32 | -15
Cn1cccc1C(=O)OCC(=O)Nc1ccc2[nH]c(=O)[nH]c2c1 | -13 | 3 | -10 | -30 | -1.0 | 11 | -25 | 11
Cc1c(C(=O)N2CCC(C)CC2)oc2ccc3c(c12)C(O)CC1(CCCCC1)O3 (stereo not drawn) | 11 | 15 | 49* | 15 | -0.3 | -113 | 45 | 76*
CC(C)(C)NC(=O)C1CCC(CNS(=O)(=O)c2cccc3nsnc23)CC1 (stereo not drawn) | 5 | -7 | 9 | 1 | 1.4 | 17 | -9 | -3
